Pin1 inh = blocks the human prolyl isomerase Pin1 | Pin1 FP peptide displacement, HiFluor488, 10 min | AID 504891 | Potency, µM (doses to about 115 µM), without a hit: at the highest dose activity, negative = inhibition, hits mostly inhibitors | hit rate 0.009% among 390,000; active = well fitted inhibition curve with a large enough effect in the polarisation, with a control signal flat, not every such curve was filed as active; inconclusive = small, poorly fitted or top-dose-only effect, or effect the other way, or a change in a side signal; inactive = no such curve, though single readings can be large or run the other way; the % refers to the polarisation; also: % is scaled to controls: 0 for no effect and ±100 for the full control effect
GLS inh = inhibitors of human glutaminase (GLS) | O94925 | GLS enzymatic activity, qHTS titration | Potency, µM (titrated, usually from 45.5 µM), for the others: top-dose activity change, negative = inhibition, usual class: inhibitors | hit rate 0.21% among 410,000; also: % is scaled to controls: 0 for no effect and ±100 for the full control effect
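Read-out is an Amplex red fluorescence increase coupled through glutamate oxidase and HRP, measured before and after 30 min room-temperature incubation. hKGA is in 45 mM KH2PO4 (pH 8.2) with 0.02% Tween-20; glutamine added as 1mM solution.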
HP1b binding inh = HP1-beta chromodomain-methylated histone interaction inhibition | AlphaScreen HP1-beta / biotin-H3K9me3 peptide binding | P83916 | Potency, µM (highest dose often 114 µM), for inactives: at the highest dose activity change, negative = inhibition, actives largely listed as inhibitors | hit rate 0.56% among 390,000 | AID 540317; also: nearly all actives have a fitted effect of over 70% in size; inactives centre near 23
Target sequence (P83916 whole entry, looked up): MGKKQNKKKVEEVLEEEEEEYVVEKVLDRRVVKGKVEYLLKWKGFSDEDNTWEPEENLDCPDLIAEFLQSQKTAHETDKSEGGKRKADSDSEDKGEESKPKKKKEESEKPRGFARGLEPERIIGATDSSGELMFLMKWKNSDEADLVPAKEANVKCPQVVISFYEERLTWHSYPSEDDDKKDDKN
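AlphaScreen: HP1-beta (50 nM) preformed 30 min with biotin-H3(1-18)K9me3 peptide (50 nM) in PBS pH 7.4, 0.01% Tween-20. Compound added for 30 min at RT, then streptavidin donor/nickel chelate acceptor beads (10 ug/mL) for 30 min.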
Pol iota inh = DNA polymerase iota (human) inhibition. Pol iota fluorescent replication assay, 10 min. Potency, µM (series often up to 115 µM), for the others: at the top dose activity, negative = inhibition, hits mostly inhibitors. AID 588590. hit rate 1% among 390,000. Q9UNA4
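Fluorescent replication assay read twice, at 0 min and 10 min after adding 50 nM (final) substrate. Enzyme (10 nM) and compounds were first incubated 15 min at room temperature; enzyme-free buffer wells were negative controls.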
BLM helicase inh = blocks DNA unwinding by human BLM helicase; AID 2528; hit rate 0.2% among 350,000; Potency, µM (highest dose often 56.1 µM), for inactives: top-dose activity change, negative = inhibition, most hits filed as inhibitors; recombinant BLM DNA unwinding, fluorescence dequenching; P54132;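 also: plate controls were vehicle for no effect and no enzyme for full effect; nearly all actives have a fitted effect of over 35% in size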
G9a block = inhibitors of human histone lysine methyltransferase G9a. Q96KQ7. G9a H3K9 monomethylation, AlphaScreen, 2 h. Potency, µM (titrated, usually from 102 µM), without a hit: top-dose activity, negative = inhibition, usual class: inhibitors. hit rate 8.8% among 350,000. AID 504332; also: % is scaled to controls: 0 for no effect and ±100 for the full control effect; nearly all actives have a fitted effect of over 75% in size
Target sequence (Q96KQ7 913-1193 limits assumed): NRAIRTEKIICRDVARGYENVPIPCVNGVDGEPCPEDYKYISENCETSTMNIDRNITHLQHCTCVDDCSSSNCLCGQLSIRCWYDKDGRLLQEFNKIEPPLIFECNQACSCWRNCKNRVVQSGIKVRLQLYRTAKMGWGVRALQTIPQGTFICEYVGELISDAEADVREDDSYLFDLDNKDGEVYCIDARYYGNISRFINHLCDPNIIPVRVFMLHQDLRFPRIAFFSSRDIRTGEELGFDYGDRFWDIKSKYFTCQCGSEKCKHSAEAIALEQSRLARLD
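Quantitative HTS format: methyltransferase activity on a biotin-tagged H3K9 peptide is measured by AlphaScreen, using a rabbit anti-monomethyl-H3K9 antibody with streptavidin donor and anti-IgG acceptor beads. Final levels are 20 nM enzyme, 500 nM peptide, 20 uM SAM; 2 h RT.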
Tb PGK inh = inhibitors of T. brucei phosphoglycerate kinase; P07378; PGK/GAPDH coupled, Kinase-Glo luminescence, 60 min; Potency, µM (top dose mostly 57.5 µM), inactives show at the highest dose activity change, negative = inhibition, hits mostly inhibitors; hit rate 0.043% among 380,000; AID 602233; also: % is scaled to controls: 0 for no effect and ±100 for the full control effect; nearly all actives have a fitted effect of over 60% in size
Target sequence (P07378 whole entry, looked up): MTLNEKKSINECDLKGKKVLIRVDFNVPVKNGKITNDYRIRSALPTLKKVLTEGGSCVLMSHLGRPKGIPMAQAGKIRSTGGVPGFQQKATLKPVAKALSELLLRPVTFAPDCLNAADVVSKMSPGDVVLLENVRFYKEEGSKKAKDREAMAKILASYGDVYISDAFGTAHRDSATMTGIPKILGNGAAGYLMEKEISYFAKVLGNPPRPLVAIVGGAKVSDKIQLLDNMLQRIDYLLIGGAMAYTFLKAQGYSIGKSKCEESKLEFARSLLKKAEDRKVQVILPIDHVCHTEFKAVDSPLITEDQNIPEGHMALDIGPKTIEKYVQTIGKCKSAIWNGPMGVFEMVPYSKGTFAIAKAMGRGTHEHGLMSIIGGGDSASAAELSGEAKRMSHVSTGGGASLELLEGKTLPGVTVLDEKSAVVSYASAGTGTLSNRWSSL
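Recombinant glycosomal PGK reaction used 1,3-bisphosphoglycerate generated in-well by GAPDH (100nM final) in 100mM TEA pH 7.6, 5mM MgCl2, 0.01% Tween-20. After 60 minutes at room temperature, ATP was read by Kinase-Glo Plus luminescence end-point.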
JMJD2A Tudor inh = blocks the human JMJD2A Tudor domain | O75164 | AlphaScreen JMJD2A-Tudor / H3K4me3 peptide binding | Potency, µM (titrated, usually from 114 µM), inactives show at the highest dose activity change, negative = inhibition, most hits filed as inhibitors | hit rate 4.4% among 390,000 | AID 504339; also: % is scaled to controls: 0 for no effect and ±100 for the full control effect; nearly all actives have a fitted effect of over 50% in size
BAZ2B block = blocks human BAZ2B; Q9UIF8; AlphaScreen BAZ2B-H3K14Ac peptide displacement; Potency, µM (titrated, usually from 114 µM), for the others: top-dose activity change, negative = inhibition, usual class: inhibitors; hit rate 4.4% among 360,000; also: % is scaled to controls: 0 for no effect and ±100 for the full control effect; nearly all actives have a fitted effect of over 60% in size
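AlphaScreen luminescence quantifies BAZ2B engagement of H3K14Ac peptide; the protein and biotinylated peptide are both at 50 nM final, buffer PBS pH 7.4 with 0.01% Tween-20, all steps at room temperature.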
* = called active by the depositor; i = inactive; ? = inconclusive; . = not tested or not shown; & = joins results of further samples; [ ] = remark or other dose. Unless noted, calls follow the shape of the dose curve; as a rule, active = well fitted curve in the direction sought with a large enough effect; inconclusive = small, poorly fitted or top-dose-only effect, or another doubt; inactive = no such curve, though single readings can be large; an effect the other way counts as inactive or inconclusive. Potency is read from the fitted curve at half-maximal effect.

SMILES	Pin1 inh	GLS inh	HP1b binding inh	Pol iota inh	BLM helicase inh	G9a block	Tb PGK inh	JMJD2A Tudor inh	BAZ2B block
CCCCCCCNC(=O)C1(CC2CC(c3cccc(Br)c3)=NO2)CCNCC1 (centres undefined)	?	-1%	21%	14%	2%	.	8%	-26%	-7%
COc1ccc(S(=O)(=O)N2CN3CCN(C3)C2)cc1	-4%	3%	56%[activator]	27%	-3%	23%[59 µM]	i	-17%	9%[0.457 µM]
COc1ccc(-c2cccc(NS(=O)(=O)c3ccc(NC(C)=O)cc3)c2)nn1	-8%	-10%	8%[57 µM]	6%	3%	11%[59 µM]	0%	-17%	-4%
Cc1nn(CC(=O)N2c3ccccc3NC(=O)C2(C)C)c(C)c1[N+](=O)[O-]	0%	-1%	57%[activator]	3%	-2%	-43%	-7%	-6%	.
O=C(Nc1cnc2ccccc2c1)c1ccncc1	-1%	-23%	68%[activator]	5%	-4%	-34%	-7%	-6%	-6%
C=C(C)c1cccc(C(C)(C)NC(=O)N2CC(C)OC(C)C2)c1 (centres undefined)	?	11%	42%	36%[activator]	-2%	8%[12.7 µM]	-5%	-5%	5%
CCN(CC)S(=O)(=O)c1ccc(OC)c(NC(=O)c2cc3c(=O)n4ccccc4nc3s2)c1	?	0%	25%	-4%	-5%	40µM*	-2%	-11%	10%
COC(=O)c1cc(S(=O)(=O)NCc2ccccc2)cn1C	9%	2%	21%	-5%	2%	26%	-3%	-33%	-5%
Cc1ccc(C(=O)NCCC(=O)Nc2ccccc2C)cc1	-2%	-2%	25%	91%[activator]	2%	.	i	-6%	-16%
CCOC(=O)/C(C#N)=N/Nc1c(S(=O)(=O)Cc2ccco2)csc1C(=O)OC	2%	1%	22%	?	-8%	.	2%	-24%	-14%
CCN(CC)S(=O)(=O)c1ccc(-c2cc(C(=O)OC)sc2C(F)(F)F)cc1	-5%	15%	59%[activator]	128%[activator]	-8%	100%[activator]	1%	12%	20%
Cc1nc(-c2ccc(C)c(N3CCN(C(=O)Nc4ccc(Br)cc4)CC3)c2)no1	?	5%	21%[57 µM]	5%	-9%	27%[59 µM]	4%	-20%	1%
Cc1ccc(-c2cn(CCN)c(-c3ccc(Cl)nc3)n2)cc1	6%	3%	3%	-4%	.	4%[2.33 µM]	3%	?	-8%
COc1ccc(Cn2nnnc2C(c2cc3cc(C)cc(C)c3[nH]c2=O)N2CCOCC2)cc1 (centres undefined)	39%	-9%	-6%	-10%[58.9 µM]	-9%	?	-3%	-17%	30%
Cc1cccnc1NC(=O)c1ccc([N+](=O)[O-])o1	4%	28%	29%	199%[activator]	1%	-1%	2%	2%	0%
COc1cc(N=Cc2c(O)c3ccccc3oc2=O)c(OC)cc1Cl	?	12%	2%	36%	-15%	16%[0.501 µM]	-6%	-24%	?
COC(=O)C1(C(=O)OC)NOC2C(=O)N(c3ccc(Cl)cc3Cl)C(=O)C21 (centres undefined)	-20%	5%	18%	-6%	1%	-33%[59 µM]	-5%	-4%	-11%
O=C(NCC1CCCO1)C(c1ccccn1)N(Cc1ccccc1Cl)C(=O)CN1C(=O)c2ccccc2S1(=O)=O (centres undefined)	2%	-1%	35%	16%	-5%	5%	11%	-6%	0%
COc1ccc(/C=C(\NC(=O)c2ccccc2)C(=O)NC2CCS(=O)(=O)C2)cc1 (centres undefined)	0%	4%	89%[activator]	44%[activator]	-1%	-9%	i	8%[11.4 µM]	-19%
COc1ccc(NC(=O)Cc2c(O)c3ccccc3[nH]c2=O)cc1	6%	12%	32%	-3%	0%	-1%[59 µM]	5%	1%	-25%
O=C(Nc1ccc(F)c(Cl)c1)c1ccc2c(=O)n3c(nc2c1)CCCCC3	3%	-5%	40%[activator]	-4%	-4%	-5%	-7%	-14%	2%
N#CC1(C#N)[C@@H](C(=O)C23CC4CC(CC(C4)C2)C3)C12CCOCC2	5%	1%	18%	14%	-3%	19%[59 µM]	-6%	-17%	11%
Cc1cccc(NC(=O)CCN2C(=O)c3ccccc3S2(=O)=O)c1C	-4%	8%	20%	8%	-1%	.	2%	-6%	51%[activator]
Cc1ccc(-n2c(=O)c3c4c(sc3n3c(C)nnc23)COC(C(C)C)C4)cc1 (centres undefined)	-6%	-3%	35%	-10%	.	.	0%	-3%	.
CCOC(=O)N1CCC(n2c(=S)[nH]c3ccccc3c2=O)CC1	-6%	4%	31%	4%	-6%	?	i	-8%	-26%
O=C(N/N=C/c1cccnc1)/C(=C\c1cccs1)NC(=O)c1ccccc1	3%	19%	42%[activator]	22%	3%	-5%[59 µM]	0%	-6%	-7%
COc1ccc(CCNC(=O)CSc2nnnn2-c2cccc(C(C)=O)c2)cc1OC	4%	12%	31%	-1%	1%	2%[59 µM]	.	-13%	-16%
CCCOc1ccccc1C1CC(=O)Nc2cc3c(cc21)OCO3 (centres undefined)	5%	17%	?	4%	0%	?	2%	?	28µM*
Cc1nnc(SCC(=O)Nc2ccc(OC(F)F)c(Cl)c2)n(N)c1=O	2%	-1%	49%[activator]	5%	.	.	-11%	5%	.
Cc1cc(-c2nc3ncccc3o2)ccc1NC(=O)c1ccc(Br)cc1	15%	1%	66%[activator]	0%	0%	32%[59 µM]	0%	-5%	9%
COc1c(C(=O)Nc2nccs2)ccc2ccccc12	-9%	-10%	70%[activator]	6%	0%	4%[2.33 µM]	-9%	7%	20%
O=c1[nH]c(=O)n(C2CCCO2)cc1F (centres undefined)	2%	-8%&-17%	40%[activator]	1%	-6%&-9%&2%	11%	9%	-7%	7%
CCN1CCN(c2ccc(NC(=O)c3ccccc3F)cc2Cl)CC1	-1%	-2%	12%	82%[activator]	-2%	4%[59 µM]	-1%	-23%	?
CCn1cc(C(=O)NCCc2ccc(Cl)cc2)c(=O)c2cc(S(=O)(=O)N(C)C3CCCCC3)ccc21	-19%	-13%	0%	15%	-8%	-25%[59 µM]	-3%	-28%	.
CCCNC(=O)c1nn2c(C(F)(F)F)cc(-c3ccccc3)nc2c1Br	1%	8%	37%	?	1%	-7%	1%	-10%	8%
O=C(Nc1ccc(S(=O)(=O)Nc2cnc3ccccc3n2)cc1)c1ccc(F)cc1	-1%	54%[activator]	57%[activator]	-11%	.	.	-7%	3%	.
Cc1c([N+](=O)[O-])cnc(Sc2ccccc2)c1[N+](=O)[O-]	?	-1%	?	?	.	.	4%	40µM*	.
Cc1cc(C)c2c(N)c(C(=O)NN3CC(=O)N(c4cccc(Cl)c4)CC3=O)sc2n1	8%	-9%	26%	-11%[58.9 µM]	-1%	?	-5%	6%	2%
CCCC(=O)NC(c1ccc(OC)c(OC)c1)c1cc(Cl)c2cccnc2c1O (centres undefined)	4%	-10%	37%	25%&-6%	-1%	.	-3%	-21%	-11%
Cc1ccc(/C=C/C(=O)N2CCc3ccccc3C2)cc1	-11%	8%	21%	11%	-2%	?	i	-8%	-1%

Next part (3 carried over from the part before).
SMILES	Pin1 inh	GLS inh	HP1b binding inh	Pol iota inh	BLM helicase inh	G9a block	Tb PGK inh	JMJD2A Tudor inh	BAZ2B block
Cc1cc(C)c2c(N)c(C(=O)NN3CC(=O)N(c4cccc(Cl)c4)CC3=O)sc2n1	8%	-9%	26%	-11%[58.9 µM]	-1%	?	-5%	6%	2%
CCCC(=O)NC(c1ccc(OC)c(OC)c1)c1cc(Cl)c2cccnc2c1O (centres undefined)	4%	-10%	37%	25%&-6%	-1%	.	-3%	-21%	-11%
Cc1ccc(/C=C/C(=O)N2CCc3ccccc3C2)cc1	-11%	8%	21%	11%	-2%	?	i	-8%	-1%
O=C(NCc1ccco1)C(NS(=O)(=O)c1cccc2nsnc12)c1ccccc1 (centres undefined)	1%	-1%	4%	9%	-1%	?	-7%	-30%	-4%
O=C(NCCCNC(=O)c1ccco1)c1cccc(F)c1	-5%	-2%	14%	10%	0%	-25%	-6%	-8%	8%
Cc1ccccc1-c1nn2c(=O)cc(CN3CCN(C(=O)c4ccc(C(C)(C)C)cc4)CC3)nc2s1	-3%	8%	-2%[57 µM]	82%[activator]	-19%	-22%[59 µM]	-5%	-22%	-5%
C/C=C/C=C/C(=O)OC(C)C(=O)Nc1cc([N+](=O)[O-])ccc1OC (centres undefined)	-3%	-5%	19%	138%[activator]	0%	?	0%	-32%	.
O=C(NCCN1CCOCC1)c1ccc2c(c1)ncn2C1CCCCC1	-3%	3%	20%	2%	1%	30%[0.501 µM]	3%	-11%	-21%
CCS(=O)(=O)N1CCc2cc(C(=O)NCCc3ccc(OC)cc3)ccc21	0%	-14%	22%	-13%	0%	-1%[59 µM]	3%	-10%	-20%
C[C@]12c3[nH]c4ccc(Cl)cc4c3CCN1C(=O)[C@@H](CC(=O)NCCN1CCOCC1)C[C@@H]2C(=O)N1CCCCC1	-4%	-1%	31%	12%	.	.	-3%	-10%	.
COc1ccccc1N1CCN(C(=O)Nc2ccc(F)c(Cl)c2)CC1	0%	0%	7%	102%[activator]	-6%	7%	-8%	1%	-14%
CC[C@]12c3[nH]c4ccc(OC)cc4c3CCN1C(=O)C(CC(=O)NCCN1CCOCC1)C[C@@H]2C(=O)N1CCN(C(=O)C2CC2)CC1 (some centres undefined)	-1%	13%	20%	-2%	.	.	-3%	-12%	.
S=C(Nc1ccccc1Cl)NC1CCC(NC(=S)Nc2ccccc2Cl)CC1 (centres undefined)	10%	2%	20%	161%[activator]	-3%	.	-3%	-8%	-1%
CC(C)(C)C(=O)Nc1cc2c3c(c1)CCC(=O)N3CCC2	-2%	1%	34%	25%	-1%	25%	-3%	10%	-8%
Cc1ccsc1CN(C)C(=O)c1cc(S(=O)(=O)N2CCOCC2)ccc1N1CCCC1	-5%	4%	33%	32%[activator]	.	12%[59 µM]	-10%	-16%	9%

Bioassay records (PubChem)

An excerpt; count on the stated rates, not on these rows.
